# High-throughput results deposited in PubChem by National Center for Advancing Translational Sciences (NCATS).
# IkB sig inh = suppresses IkB signaling in ABC-DLBCL reporter cells. 0.04% of 110,000 active. AID 445. Potency, µM (series often up to 57.1 µM), for inactives: at the top dose IkBa stabilization activation. ABC-DLBCL IkBa-CBG/CBR dual luciferase ratio, 4 h; response scale: scaled: untreated 0%, proteasome inhibitor 100%; active means well fitted curve in the direction sought with a large enough effect in the signal ratio, not every such curve was filed as active; inconclusive means small, poorly fitted or top-dose-only effect, or a change in a side signal; the % refers to the signal ratio;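 further: the direction sought is a rising ratio; 0% = basal untreated cells and 100% = reference inhibitor full response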
#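 Curves were fitted separately to fusion (green), unfused (red) and ratio luminescence, then classed by r2, magnitude and activity. Cells: OCI-Ly3, 4 h compound plus doxycycline at 37C; 10 uM MG-132 defined full response.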
# p53ts 32C kill = kills p53ts cells at the permissive temperature | 0.93% of 130,000 active | H1299-p53A138V at 32C, ATP luminescence viability, 24 h | Potency, µM (top dose mostly 46.1 µM), for the others: at the highest dose activity change, negative = cytotoxicity, hits mostly cytotoxic;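 further: 0% = DMSO and -100% = full killing by reference compound; nearly all actives have a fitted effect of over 55% in size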
#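 Viability by ATPlite luminescence after 24 h compound treatment (up to 46 uM) at the permissive 32C. Cells are H1299 carrying p53 A138V. Scale runs from DMSO basal to 100 uM tamoxifen as full kill; AC50 from Hill fits.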
# p53ts 39C tox = kills p53ts cells at the nonpermissive temperature; H1299-p53A138V viability at 39C, ATP luminescence, 24 h; Potency, µM (top dose mostly 46.1 µM), for the others: at the highest dose activity change, negative = cell killing, most hits filed as cytotoxic; 1.5% of 130,000 active; AID 902; further: nearly all actives have a fitted effect of over 55% in size
# Peg3 imprint = genomic imprint erasure induction | mouse ES Peg3-LacZ reporter, beta-gal luminescence, 40 h | Potency, µM (highest dose often 60.7 µM), inactives show top-dose activity change, positive = activation, usual class: activators | 0.02% of 110,000 active | AID 1948;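 further: 0% = negative control wells on the plate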
#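 Each well holds 300 Peg3LacZ-Neo (maternal) female ES cells incubated 40 h at 37C, 5% CO2. LacZ is measured by BetaGlo luminescence, with AC50 and maximum efficacy derived from dose-response curves.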
# Active calls of the source: *; ? = inconclusive; / = not tested or not shown; [ ] = dose if it differs, or a comment. Unless noted, the call rests on the fitted dose curve; in most records, active means well fitted curve in the direction sought with a large enough effect; inconclusive means small, poorly fitted or top-dose-only effect, or another doubt; inactive means no such curve, though single readings can be large; an effect the other way counts as inactive or inconclusive. Unless noted, on the % scale 0 is the no-effect control and ±100 the full control effect; potency means the concentration at half of the fitted maximal effect.
1) CCOC(=O)C1CCCN(C(=O)Cn2sc3nc(C)cc(C)c3c2=O)C1 (stereo unspecified)
2) Cc1cccc(N(CC(=O)NC(C)c2ccccc2)S(=O)(=O)c2ccccc2)c1C (stereo unspecified)
3) Cc1ccc2nc(Cl)c3cc(C(=O)NC4CCCCC4)sc3c2c1
4) CSc1nsc(SCC(=O)Nc2ccccn2)n1
5) CCC(=O)N1CCc2cc(Br)cc(S(=O)(=O)N3CCN(c4ccccc4)CC3)c21
6) Cc1cccc(NC(=O)c2c(NC(=O)c3ccccc3)sc3c2CCCC3)c1
7) Cc1ccc(C)n1-c1ccncc1
8) COc1ccc(C(=O)CCC(=O)Nc2ccccc2C)cc1

Compound	1	2	3	4	5	6	7	8
Peg3 imprint	-70%[inhibitor]	-5%[10.9 µM]	-6%[10.9 µM]	-15%	-5%[10.9 µM]	-19%[10.9 µM]	-2%	-19%[10.9 µM]
p53ts 39C tox	22%	13%	23%	1%	14%	22%	-7%	-3%
IkB sig inh	-7.7%	?	-1.2%	-0.2%	2.2%	?	0.3%	4.1%
p53ts 32C kill	-1%	4%	4%	3%	-2%	-10%	-2%	5%

9) C/C(=N\O)C(=O)NCc1ccccn1
10) Cc1cccc(N2CCN(C(=O)CS(=O)(=O)c3cccc4nsnc34)CC2)c1C
11) COc1ccc(CCNC(=O)c2cc(=O)c3cc(C)c(C)cc3o2)cc1OC
12) C=C(Cl)COc1ccc2c(C)cc(=O)oc2c1
13) Cc1ccc(NC(=O)CSc2nc3ccc(NC(=O)c4cccc(Cl)c4)cc3s2)c(C)c1
14) COc1ccc(NS(=O)(=O)c2ccc(NC(=O)N3CCCC3)cc2)cc1
15) CC(=O)c1ccc(NC(=O)c2cc(-c3ccc(Cl)c(Cl)c3)on2)cc1
16) CC(=O)Nc1ccc(S(=O)(=O)N2CCN(C(=O)N3CCCCCC3)CC2)cc1

Compound	9	10	11	12	13	14	15	16
Peg3 imprint	-6%	-14%[10.9 µM]	14%[10.9 µM]	-30%	-25%[10.9 µM]	11%[10.9 µM]	-5%[10.9 µM]	-11%
p53ts 39C tox	-2%	?	2%	33%[activator]	-28%	-13%	-6%	10%
IkB sig inh	-0.4%	0.8%	?	-1.1%	0.7%	-1.4%	9.1%	0.9%
p53ts 32C kill	-5%	0%	-9%	-1%	?	-3%	6%	-6%

17) O=C(NCCc1ccc(Cl)cc1)c1c2c(nc3ccccc13)C(=O)N(C1CCCCC1)C2
18) CCc1oc(C(=O)O)cc1COC
19) Cc1cc(F)ccc1NC(=O)CCS(=O)(=O)c1cccc2nsnc12
20) CC1CN(C(=O)N2CCC(C(=O)NC3CCCCCC3)CC2)c2ccccc2O1 (stereo unspecified)
21) COc1cc(NC(=O)NCCc2c(C)nn(C)c2C)cc(OC)c1OC
22) CCOC(=O)Cn1nc(N2CCN(c3ccc(F)cc3)CC2)ccc1=O
23) C=C1C(=O)OC2C1CC/C(C)=C/CCC1(C)OC21 (stereo unspecified)
24) CCOc1ccc(C(=O)NCCc2sc3nc(-c4ccc(Cl)cc4)nn3c2C)cc1OCC

Compound	17	18	19	20	21	22	23	24
Peg3 imprint	-4%[10.9 µM]	0%	17%[10.9 µM]	-15%[10.9 µM]	16%[10.9 µM]	-10%[10.9 µM]	-40%[inhibitor]	-10%[10.9 µM]
p53ts 39C tox	?	5%	3%	-24%	-10%	17%	?	-6%
IkB sig inh	?	-1.5%	1.4%	-0.1%	0.6%	-2.5%	/	-3.9%
p53ts 32C kill	-7%	-2%	3%	8%	2%	0%	?	-5%

25) COc1ccc(N(C(C)=O)C2C=CS(=O)(=O)C2)c(OC)c1 (stereo unspecified)
26) Cc1ccc(NC(=O)c2ccc(C)c(S(=O)(=O)N3CCCCCC3)c2)cc1
27) Cc1ccc(Cn2ccnc2SCC(=O)NCc2ccc(F)cc2)cc1
28) CCn1c(=O)cc(OCC(=O)N2CCc3ccccc32)c2ccccc21
29) COc1ccc(S(=O)(=O)N(Cc2ccccc2)Cc2nc3ccccc3c(=O)[nH]2)cc1
30) CC(=O)c1ccc(NC(=O)C2CCC(C)(C(=O)O)C2(C)C)cc1 (stereo unspecified)
31) OC(CN1C2=NCCCN2c2ccccc21)c1ccc(Cl)cc1 (stereo unspecified)
32) Oc1c(C(c2ccc(Cl)cc2)N2CCC3(CC2)OCCO3)sc2nc(-c3ccco3)nn12 (stereo unspecified)

Compound	25	26	27	28	29	30	31	32
Peg3 imprint	4%	-13%[10.9 µM]	-3%[10.9 µM]	-5%	-22%	-3%	-15%	?
p53ts 39C tox	4%	-20%	-20%	1%	4%	6%	-21%	9%
IkB sig inh	-2.3%	0.7%	-1.7%	2.0%	?	0.3%	5.1%	-1.9%
p53ts 32C kill	-27%	3%	7%	3%	-17%	-4%	-6%	11%

33) CCC(Sc1nc(C)cc(C)n1)C(=O)O (stereo unspecified)
34) CCc1ccccc1S(=O)(=O)Cc1ccc(C(=O)NCc2ccc(Cl)cc2)o1
35) CC1CCCCN1C(=O)CSc1nnc(-c2cccc(Cl)c2)o1 (stereo unspecified)
36) COc1cccc(Cn2c(=O)c(-c3cn(C)c4ccccc34)nc3cncnc32)c1
37) Oc1ccc(/C=C/c2nc(-c3ccccc3O)n(-c3ccccc3)n2)c(O)c1
38) COc1ccccc1NC(=O)CN(c1ccc(C(C)C)cc1)S(=O)(=O)c1c(C)noc1C
39) Clc1ccc(Cc2noc(-c3cccs3)n2)cc1
40) Cc1noc(C)c1C(=O)N1CCC2(CCCN(C(=O)Nc3ccccc3)C2)CC1

Compound	33	34	35	36	37	38	39	40
Peg3 imprint	-9%	-14%[10.9 µM]	-11%[10.9 µM]	16%	-7%[10.9 µM]	-7%[10.9 µM]	-7%	/
p53ts 39C tox	15%	3%	-16%	-4%	?	5%	8%	-1%
IkB sig inh	-1.6%	?	-6.1%	-1.7%[11.4 µM]	?	?	-1.8%	0.9%[11.4 µM]
p53ts 32C kill	13%	-3%	-6%	10%	?	6%	-1%	24%

41) CCOC(=O)c1ccc(NC(=O)c2c(C)[nH]c(C(=O)OCC)c2C)cc1
42) CCOC(=O)c1sc(NC(=O)/C=C/c2ccc(C(C)C)cc2)c(C(=O)OCC)c1C
43) COc1ccc(N2CCN(C(=O)CCCC3=NS(=O)(=O)c4ccccc4N3)CC2)cc1
44) CCN1CCCC1Cn1cnc2c([nH]c3ccc(Cl)cc32)c1=O (stereo unspecified)
45) O=C(CCCCCN1C(=O)C2C3C=CC(C3)C2C1=O)Nc1nccs1 (stereo unspecified)
46) COCCN1Cc2cccc(C(=O)Nc3ccc(S(=O)(=O)N4CCCCC4)cc3)c2C1=O
47) CC12CCC(C(=O)N3CCCc4ccccc43)(CC1=O)C2(C)C (stereo unspecified)
48) O=C(Nc1ccccc1C(F)(F)F)N1CCCC(O)C1 (stereo unspecified)

Compound	41	42	43	44	45	46	47	48
Peg3 imprint	-13%	-15%[10.9 µM]	-16%	-3%	2%	9%	-11%	3%
p53ts 39C tox	-5%	25%	-6%	13%	0%	-3%	6%	2%
IkB sig inh	-1.3%	-4.3%	-0.9%	0.4%	-0.6%	-1.5%	-1.0%	-0.5%
p53ts 32C kill	8%	0%	12%	-24%	-4%	0%	-2%	4%

49) Cc1ccc(Cn2c(CCNC(=O)C(C)C)nc3ccccc32)cc1
50) O=C(Oc1ccc(N(Cc2cccs2)C2=NS(=O)(=O)c3ccccc32)cc1)c1ccco1
51) N#Cc1ccccc1OCC(=O)N1CCN(c2ccccc2)CC1
52) O=C(NCc1cccs1)c1nn2cccnc2c1Cl
53) CCCCNC(=O)CCCN1C(=O)CCn2nc(-c3cccn3C)cc21
54) CCOC(=O)C1C(=O)NC(N2CCOCC2)=NC1c1ccco1 (stereo unspecified)
55) COc1ccccc1OCC(=O)Nc1c(C(=O)c2ccc(F)cc2)oc2ccccc12
56) N#Cc1cccc(NC(=O)N2CC[C@@]3(CCCN(C(=O)c4ccncc4)C3)C2)c1

Compound	49	50	51	52	53	54	55	56
Peg3 imprint	7%[10.9 µM]	-21%	-8%[10.9 µM]	-14%	-15%[10.9 µM]	-7%	-7%[10.9 µM]	/
p53ts 39C tox	-13%	17%	31%[activator]	-9%	-23%	4%	?	1%
IkB sig inh	0.0%	3.9%	?	-1.5%	0.9%	-0.8%	1.5%	-0.5%[11.4 µM]
p53ts 32C kill	-4%	16%	1%	-6%	6%	-2%	-6%	-10%

57) CC(=O)Nc1c(C)nn(-c2ccccc2)c1N1CCC(C(=O)Nc2ccc(F)cc2Cl)CC1
58) CC1(C)CC(=O)C=C(NCCN2CCN(C(=O)Nc3ccccc3)CC2)C1
59) COc1ccc(S(=O)(=O)n2nc(-c3cc(OC)c(OC)c(OC)c3)cc2N)cc1OC
60) O=C(C1CCCO1)N(c1cccc(Cl)c1)C1C=CS(=O)(=O)C1 (stereo unspecified)
61) Cc1cccc(C)c1NC(=O)Cn1nnc(S(=O)(=O)c2ccccc2)c1N
62) CCOC(=O)n1c(=O)oc2cc(S(=O)(=O)N3CCCCC3)ccc21
63) C=CCNC(=O)Nc1ccc2oc(C)nc2c1
64) CCOc1ccccc1CNC(=O)C1CCN(c2nnc(C)c3c(C)n(-c4ccc(C)cc4)nc23)CC1

Compound	57	58	59	60	61	62	63	64
Peg3 imprint	16%[10.9 µM]	/	-22%	0%	7%[10.9 µM]	-13%	-14%	-8%[10.9 µM]
p53ts 39C tox	-17%	2%	-4%	-16%	-24%	-3%	0%	?
IkB sig inh	0.0%	1.7%	7.2%	0.8%	-0.2%	1.3%	-0.9%	?
p53ts 32C kill	9%	-5%	1%	-1%	0%	-1%	-9%	-25%

# Taken from the results shown for reference:
1) CCOC(=O)C1CCCN(C(=O)Cn2sc3nc(C)cc(C)c3c2=O)C1 (stereo unspecified)
2) Cc1cccc(N(CC(=O)NC(C)c2ccccc2)S(=O)(=O)c2ccccc2)c1C (stereo unspecified)
3) Cc1ccc2nc(Cl)c3cc(C(=O)NC4CCCCC4)sc3c2c1
4) CSc1nsc(SCC(=O)Nc2ccccn2)n1
5) CCC(=O)N1CCc2cc(Br)cc(S(=O)(=O)N3CCN(c4ccccc4)CC3)c21
6) Cc1cccc(NC(=O)c2c(NC(=O)c3ccccc3)sc3c2CCCC3)c1
7) Cc1ccc(C)n1-c1ccncc1
8) COc1ccc(C(=O)CCC(=O)Nc2ccccc2C)cc1
9) C/C(=N\O)C(=O)NCc1ccccn1
10) Cc1cccc(N2CCN(C(=O)CS(=O)(=O)c3cccc4nsnc34)CC2)c1C

Compound	1	2	3	4	5	6	7	8	9	10
Peg3 imprint	-70%[inhibitor]	-5%[10.9 µM]	-6%[10.9 µM]	-15%	-5%[10.9 µM]	-19%[10.9 µM]	-2%	-19%[10.9 µM]	-6%	-14%[10.9 µM]
p53ts 39C tox	22%	13%	23%	1%	14%	22%	-7%	-3%	-2%	?
IkB sig inh	-7.7%	?	-1.2%	-0.2%	2.2%	?	0.3%	4.1%	-0.4%	0.8%
p53ts 32C kill	-1%	4%	4%	3%	-2%	-10%	-2%	5%	-5%	0%

# The results go on:
65) O=C(COc1ccc(Cl)cc1)NCCc1csc(-c2cccc(F)c2)n1
66) CN(C)c1nc(OCCOC(=O)COc2ccc(Cl)cc2Cl)nc(N(C)C)n1
67) CCC(=O)N1CCc2cc(Br)cc(S(=O)(=O)N3CCCC(C(=O)Nc4ccc(CC)cc4)C3)c21 (stereo unspecified)
68) O=C(COc1ccccc1)Nc1nnc(SCc2cc(=O)n3cc(Cl)ccc3n2)s1

Compound	65	66	67	68
Peg3 imprint	-5%[10.9 µM]	-17%	4%[10.9 µM]	-10%[10.9 µM]
p53ts 39C tox	?	-8%	4%	-11%
IkB sig inh	0.7%	1.1%	?	?
p53ts 32C kill	-7%	-9%	-1%	3%
